Screens: PubChem, The Scripps Research Institute Molecular Screening Center
PAFAH2 FP inh = PAFAH2 (human) inhibition; recombinant PAFAH2, FP-rhodamine activity probe, fluorescence polarization; AID 492956; inhibition, % at 3.39 µM; 0.99% of 340,000 active;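 active = inhibition above the mean over all tested compounds plus 3 SD, cut at about 30% in these data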;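 also: inhibitors block probe labeling of enzyme so polarization drops; 0% = enzyme with DMSO and 100% = wells lacking PAFAH2 protein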
LYPLA1 inh = blocks human lysophospholipase 1, a PME1 counter-screen. O75608. recombinant LYPLA1, FP-Rh probe fluorescence polarization. inhibition, % at 5.9 µM. 0.16% of 320,000 active;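 active = inhibition above the mean of all tested compounds plus 3 SD, set per campaign, cut at about 14% in these data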;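 also: inhibitors block serine hydrolase probe labeling of LYPLA1 so polarization falls; 0% = enzyme with DMSO and 100% = wells lacking LYPLA1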
PAFAH1B2 FP inh = PAFAH1B2 (human) inhibition; P68402; recombinant PAFAH1B2, FP-rhodamine activity probe, fluorescence polarization; inhibition, % at 3.39 µM; 1.2% of 340,000 active; AID 492953;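 active = inhibition above the mean of all tested compounds plus 3 SD, cut at about 24% in these data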;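 also: 0% = enzyme with DMSO and 100% = wells lacking PAFAH1B2; many of its hits are not listed in these tables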
GSTO1 inh = counter-screen for RBBP9 inhibitors: inhibitors of human GSTO1; P78417; recombinant GSTO1, activity-based probe fluorescence polarization; inhibition, % at 5.96 µM; 1.1% of 300,000 active; AID 1974;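 active = inhibition above the campaign mean inhibition plus 3 SD, cut at about 35% in these data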;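 also: 0% = GSTO1-1 with DMSO and 100% = wells lacking GSTO1-1 enzyme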
PAFAH1B3 inh = inhibitors of human PAFAH1B3; recombinant PAFAH1B3, FP-rhodamine probe, fluorescence polarization; inhibition, % at 3.39 µM; 0.28% of 340,000 active;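 active = inhibition above the screen-wide average of all tested compounds plus 3 SD, cut at about 25% in these data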;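 also: 0% = enzyme with DMSO only and 100% = wells lacking PAFAH1B3 protein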
LYPLA2 inh = LYPLA2 (human) inhibition in PME1 counter-screen. recombinant LYPLA2, FP-Rh probe fluorescence polarization. inhibition, % at 5.9 µM. 0.38% of 320,000 active. O95372;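 active = inhibition above the screen-wide mean plus 3 SD, limit set per campaign, cut at about 26% in these data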;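 also: 0% = LYPLA2 with DMSO and 100% = wells lacking LYPLA2 enzyme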
PAD4 FP inh = blocks human protein arginine deiminase 4 | Q9UM07 | recombinant PAD4, RCA probe fluorescence polarization | inhibition, % at 6.36 µM | 0.41% of 330,000 active;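 active = percent inhibition above a cutoff equal to the mean of all tested compounds plus 3 SD, cut at about 15% in these data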;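 also: 0% = PAD4 with RCA probe and DMSO and 100% = probe without PAD4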
Target sequence (Q9UM07 whole entry, looked up): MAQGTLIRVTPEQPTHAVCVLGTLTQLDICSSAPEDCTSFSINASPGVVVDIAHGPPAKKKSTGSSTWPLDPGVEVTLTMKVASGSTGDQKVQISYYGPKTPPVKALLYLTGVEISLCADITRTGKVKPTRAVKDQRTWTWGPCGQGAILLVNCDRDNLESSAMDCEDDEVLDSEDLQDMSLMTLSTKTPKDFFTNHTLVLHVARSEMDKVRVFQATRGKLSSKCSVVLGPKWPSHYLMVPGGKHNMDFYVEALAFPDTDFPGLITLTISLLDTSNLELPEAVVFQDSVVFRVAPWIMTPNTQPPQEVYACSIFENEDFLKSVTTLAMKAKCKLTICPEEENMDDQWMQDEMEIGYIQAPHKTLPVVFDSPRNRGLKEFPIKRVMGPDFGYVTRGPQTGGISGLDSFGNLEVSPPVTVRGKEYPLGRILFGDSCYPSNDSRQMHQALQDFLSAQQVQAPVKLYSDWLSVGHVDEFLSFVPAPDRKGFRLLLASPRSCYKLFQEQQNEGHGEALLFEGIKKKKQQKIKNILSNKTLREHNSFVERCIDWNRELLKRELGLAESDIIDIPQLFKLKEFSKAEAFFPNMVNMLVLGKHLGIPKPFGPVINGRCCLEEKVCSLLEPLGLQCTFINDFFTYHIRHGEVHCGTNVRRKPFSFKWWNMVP
pPAFAH inh = pPAFAH (human) enzyme inhibition | Q13093 | recombinant pPAFAH, FP-rhodamine probe fluorescence polarization | inhibition, % at 3.39 µM | 1.5% of 330,000 active;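 active = inhibition above the mean inhibition across the screen plus 3 SD, cut at about 25% in these data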;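 also: inhibitors block binding of the rhodamine activity-based probe so polarization drops; 0% = enzyme with DMSO and 100% = wells lacking pPAFAH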
Target sequence (Q13093 whole entry, looked up): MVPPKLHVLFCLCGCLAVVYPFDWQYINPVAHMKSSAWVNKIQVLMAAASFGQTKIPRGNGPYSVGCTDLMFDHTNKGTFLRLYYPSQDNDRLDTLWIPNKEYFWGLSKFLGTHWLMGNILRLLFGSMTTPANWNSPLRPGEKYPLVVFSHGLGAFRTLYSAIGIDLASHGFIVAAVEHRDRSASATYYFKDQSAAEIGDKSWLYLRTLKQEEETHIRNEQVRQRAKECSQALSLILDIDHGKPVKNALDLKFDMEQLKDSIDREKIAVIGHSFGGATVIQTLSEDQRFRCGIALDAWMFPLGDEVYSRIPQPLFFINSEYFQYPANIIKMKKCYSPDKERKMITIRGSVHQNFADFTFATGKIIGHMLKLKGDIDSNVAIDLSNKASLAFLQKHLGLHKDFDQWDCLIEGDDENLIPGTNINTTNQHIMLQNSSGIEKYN
PME-1 primary = blocks human protein phosphatase methylesterase 1 | Q9Y570 | recombinant PME-1, FP-Rh probe fluorescence polarization | inhibition, % at 5.9 µM | 0.53% of 320,000 active | AID 2130;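 active = inhibition above the campaign mean of all compounds plus 3 SD, cut at about 26% in these data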;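 also: competitive labeling of PME-1 active site by serine hydrolase directed probe; 0% = PME-1 with DMSO and 100% = wells lacking PME-1 enzyme; inhibitors block probe labeling so polarization falls and inhibition rises; many of its hits are not listed in these tables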
Active calls of the source: *; . = not tested or not shown.

SMILES	PAFAH2 FP inh	LYPLA1 inh	PAFAH1B2 FP inh	GSTO1 inh	PAFAH1B3 inh	LYPLA2 inh	PAD4 FP inh	pPAFAH inh	PME-1 primary
Cc1c(NC(=O)C(C)OC(=O)C23CC4CC(CC(Br)(C4)C2)C3)c(=O)n(-c2ccccc2)n1C (configuration not stated)	-3	2	48*	7	2	-5	-6	-8	3
O=C1CCCN1c1ccc(S(=O)(=O)N2CCCCC2)cc1	6	-2	2	6	1	3	-3	3	8
CCOC(=O)C1CCN(Cc2nnnn2CCc2ccccc2)CC1	5	1	0	7	7	4	-6	3	-2
COc1cc2c(cc1OC)CN(CC(=O)NC(=O)NCc1ccccc1)CC2	-10	4	3	5	2	10	1	4	10
NNC(=O)C(Cc1c[nH]c2ccccc12)NC(=O)c1ccccc1 (configuration not stated)	-5	-4	3	-4	1	-5	1	1	6
CCOC(=O)c1nnn2c1nc(N1CCN(C)CC1)c1ccccc12	8	-1	5	-1	4	1	1	4	2
CC1CN(CCOc2ccc([N+](=O)[O-])cc2)CC(C)O1 (configuration not stated)	-3	0	0	2	5	-1	-2	4	1
CC1(C)CC(=O)C=C(NNC(=O)c2cccnc2)C1	.	-1	.	8	.	0	-5	8	-2
Cc1cc(-n2c(C)cc(C(=O)CN3C(=O)NC4(CCCCC4)C3=O)c2C)no1	1	4	0	-5	2	2	1	2	6
Cc1cccc(-n2c(O)c(C=Nc3cc(O)ccc3C)c3ccccc3c2=O)n1	0	-3	4	21	3	-2	0	8	3
CCN(CC(=O)Nc1ccc(N2CCOCC2)cc1)C(=O)Cc1ccccc1	2	2	5	.	8	-1	1	-2	4
CCN(CC(=O)Nc1ccc(NC(C)=O)cc1)C(=O)CCCc1c[nH]c2ccccc12	2	0	-2	.	-2	0	-5	1	4
Cc1cccc(C)c1NC(=O)C1CCCNC1 (configuration not stated)	-3	5	5	7	2	4	0	5	0
Cc1nc(SC2CC(=O)N(c3cc(Cl)cc(Cl)c3)C2=O)nc2c1CCCC2 (configuration not stated)	13	-1	-2	1	5	-1	-3	8	2
COc1ccc(C(=O)Nc2ccc(S(=O)(=O)N3CCCCC3C)cc2)c(OC)c1OC (configuration not stated)	6	-2	2	2	-9	-6	-3	9	-1
C=CCn1c(N/N=C/c2ccc(O)cc2)nc2ccccc2c1=O	4	0	5	-1	1	-6	-1	35*	8
COc1ccccc1N(C)S(=O)(=O)c1ccc(Cl)c(C(=O)NCC2(N(C)C)CCCCC2)c1	7	2	-2	2	10	-1	1	3	4
Cc1nn(CC(=O)Nc2nnc(C(C)C)s2)c(=O)c2ccccc12	3	1	4	1	3	10	1	5	3
CC1CN(S(=O)(=O)c2cccc(C(=O)NCCC3=CCCCC3)c2)CC(C)O1 (configuration not stated)	-2	-1	2	-6	-2	2	2	-4	1
Cc1ncc(CO)c(/C=N/NC(=S)Nc2cccc(Cl)c2)c1O	28	-7	11	4	12	5	-1	14	14
CCc1noc(N)c1C(=O)Nc1ccc(Cl)cc1	1	-7	-1	6	5	3	-3	1	-4
O=C(CCc1ccccc1)c1ccc2c(c1)OCCCO2	0	-2	3	1	1	3	-2	5	1
COc1ccc(/C=N/c2oc(C)c(C)c2C#N)c(OC)c1	2	-2	8	9	1	-6	5	9	1
COc1ccc(/C(O)=C2/C(=O)C(=O)N(CCN3CCNCC3)C2c2cccc([N+](=O)[O-])c2)cc1 (configuration not stated)	4	-4	0	1	0	-4	-3	5	2
CCC(=O)NC(=S)NNC(=O)c1ccccc1[N+](=O)[O-]	7	0	2	14	2	-4	3	-1	-2
Cc1ccc(OCC(=O)NC(=S)Nc2ccc3c4c(cccc24)CC3)cc1	4	-4	4	0	5	-4	-3	-3	-6
Cc1nnc(NC(=O)CSc2ccc(-c3ccccn3)nn2)s1	.	-2	.	24	.	-1	1	1	0
Cc1ccc(C)c(NC(=O)c2ccccc2C(=O)c2ccccc2)c1	.	1	.	5	.	0	0	-1	3
Cc1cc(Cl)ccc1NC(=O)CN1C(=O)C(=O)N(C2CCCC2)C1=O	8	-4	3	.	-3	0	0	0	3
CCN(C(=O)COC(=O)C1CCN(S(=O)(=O)c2ccc3c(c2)OCCO3)CC1)C1CCCCC1	4	0	5	4	3	-2	0	6	1
COc1ccccc1Oc1ccc2c(c1)C(=O)N(CC1CCCO1)C2=O (configuration not stated)	-1	-2	8	-4	9	10	6	3	4
O=C(OC1CCOC1=O)c1ccc(Cl)c(S(=O)(=O)N2CCCCC2)c1 (configuration not stated)	1	4	6	0	3	4	0	-1	0
COCCn1c(SCC(=O)Nc2ccccc2OC)nc2ccccc2c1=O	0	0	4	1	-2	-2	-4	4	-1
O=C(Nc1ccccc1Cl)c1ccc2nsnc2c1	14	1	-2	5	11	-2	7	3	0
CS(=O)(=O)N1CCCC(C(=O)NCCc2ccccc2)C1 (configuration not stated)	-1	-4	-1	4	6	-3	-5	-1	-1
CC(=O)c1cccc(Nc2c([N+](=O)[O-])c(=O)oc3ccccc23)c1	3	-2	6	-53	8	-9	-5	2	5
CC1CN(C(=O)c2cccc(S(=O)(=O)N3CCN(c4ccccc4)CC3)c2)CC(C)O1 (configuration not stated)	7	0	-1	.	12	1	1	1	-5
CCOc1ccc(NC(=O)c2ccc3[nH]c(=O)c(=O)[nH]c3c2)cc1	-11	2	3	-7	2	-3	-7	1	0
Cc1ccccc1N1CC(C(=O)Nc2nnc(SCCC3OCCO3)s2)CC1=O (configuration not stated)	15	-3	-2	0	16	2	-4	15	4
O=C(O)C1CC=CCC1C(=O)N1CCN(c2nc(-c3ccccc3)c3ccccc3n2)CC1 (configuration not stated)	2	-1	0	15	0	9	5	2	0
O=C(NCc1ccc(F)cc1)C1CCCN1C(=O)NCc1ccccc1 (configuration not stated)	0	-1	-2	1	-4	0	-5	0	0
Oc1c(Br)cc(Br)cc1CNc1cccc2cccnc12	24	-1	17	67*	28*	14	18*	61*	25
COc1ccc(C(C)=O)cc1CSc1nncn1-c1ccccc1	-9	-1	4	2	5	-1	0	-5	-10
CC(=O)Nc1cc(C(=O)N(C)Cc2ccccc2)ccc1S(=O)(=O)c1ccc(C)cc1	-1	-3	1	3	-1	-1	2	16	4
COc1ccc(C2C(C(=O)/C=C/c3ccco3)=C(O)C(=O)N2CCN2CCOCC2)cc1 (configuration not stated)	6	-3	5	12	0	-1	-3	7	-8

3 compounds from above, arranged by count of non-hydrogen atoms, descending.
SMILES	PAFAH2 FP inh	LYPLA1 inh	PAFAH1B2 FP inh	GSTO1 inh	PAFAH1B3 inh	LYPLA2 inh	PAD4 FP inh	pPAFAH inh	PME-1 primary
O=C(O)C1CC=CCC1C(=O)N1CCN(c2nc(-c3ccccc3)c3ccccc3n2)CC1 (configuration not stated)	2	-1	0	15	0	9	5	2	0
COCCn1c(SCC(=O)Nc2ccccc2OC)nc2ccccc2c1=O	0	0	4	1	-2	-2	-4	4	-1
COc1ccc(C(C)=O)cc1CSc1nncn1-c1ccccc1	-9	-1	4	2	5	-1	0	-5	-10

Next part
SMILES	PAFAH2 FP inh	LYPLA1 inh	PAFAH1B2 FP inh	GSTO1 inh	PAFAH1B3 inh	LYPLA2 inh	PAD4 FP inh	pPAFAH inh	PME-1 primary
COc1ccc(C(=O)N2CCCc3ccccc32)cc1	10	0	3	4	4	-2	-8	3	5
O=C(Cn1cc([N+](=O)[O-])ccc1=O)N1CCc2ccccc2C1	8	.	7	.	15	.	-2	1	.
CC1=C(C(=O)Nc2ccccc2C)C(c2cccnc2)n2nc(CCCO)nc2N1 (configuration not stated)	2	3	-1	8	0	1	-5	8	5
COc1ccc(/C=N/NC(=O)c2ccc(COc3cccc4cccnc34)cc2)cc1O	-8	-17	1	-27	16	-9	0	9	5
Cc1cccc(N(CC(=O)NC2CCCCC2)C(=O)c2ccc(C)s2)c1	1	-2	-4	3	6	-1	-3	-2	2
Cc1cc(C)n2nc(C(=O)Nc3ccc4c(c3)OCO4)nc2n1	3	2	2	0	7	1	3	10	-3
CSc1ccc(/C=C(\C(=O)O)c2ccc(S(=O)(=O)N3CCCC3)s2)cc1	11	0	-1	.	1	4	-6	10	0
O=C(CN1CCC(c2nc3ccccc3[nH]2)CC1)Nc1ccc2c(c1)OCO2	0	1	4	3	2	4	-2	0	4
COc1ccc(-c2nnn(CCC(=O)O)n2)cc1	-2	3	5	0	5	12	1	-1	3
COc1cc(C2C(S(=O)(=O)c3ccccc3)CON2C)ccc1OCc1ccc(F)cc1 (configuration not stated)	.	3	.	0	.	7	4	-2	1
O=C(OCc1cc(-c2ccccc2)no1)c1ccc2ccccc2n1	-1	-3	4	16	10	7	4	20	-7
CC(Oc1ccccc1)C(=O)Nc1nnc(S(=O)(=O)N2CCCCCC2)s1 (configuration not stated)	12	0	10	-28	7	2	5	5	-3
COCCC(=O)N1CCC(Oc2ccc(C(=O)NCc3nccn3C)cc2)CC1	2	0	3	3	1	1	4	0	4
CCOC(=O)c1c(CN2CCC(C)CC2)oc2ccc(OC)cc12	2	-2	1	-6	5	2	2	5	-6
COc1ccc2oc(=O)c(C(=O)OCC(=O)c3ccc([N+](=O)[O-])cc3)cc2c1	.	1	.	7	.	-3	-7	3	0
O=C(/C=C/c1cccc(C(F)(F)F)c1)N1CCN(c2ccccn2)CC1	8	-3	4	-1	1	4	-1	8	-4
Nn1c(SCC(=O)Nc2ccc3c(c2)OCO3)nnc1-c1ccncc1	-4	-3	1	2	6	3	-1	5	-2
O=C(O)[C@H](Cc1ccccc1)Nc1ccc([N+](=O)[O-])cn1	-3	-3	7	2	-2	0	-11	9	0
O=C(C1CCCCC1)N1CCCC(c2nc3c(nnn3Cc3ccccc3)c(=O)[nH]2)C1 (configuration not stated)	-2	-2	1	3	-3	-2	-8	-2	12
Cc1cc(=O)[nH]c(SCC(=O)NCC2CCCO2)n1 (configuration not stated)	-3	2	1	-1	-4	0	0	0	1
C[C@H](CO)N1C[C@H](C)[C@@H](CN(C)S(=O)(=O)c2ccccc2)Oc2ccc(NC(=O)Cn3cnnn3)cc2C1=O	1	.	6	.	-6	.	0	7	.
CC(=O)Nc1nc(C)c(-c2csc(Nc3cccc(C(C)=O)c3)n2)s1	11	0	10	8	11	1	-3	38*	17
Cc1ccc(/C=N/NC(=O)Cn2cnc3ccccc32)o1	4	-5	0	-1	2	-3	-1	4	-1
O=C1CC(Sc2ncccc2C(=O)O)C(=O)N1 (configuration not stated)	-2	5	3	9	1	1	-1	3	-2
COc1ccc(C(=O)NC(C)CCn2cccn2)cc1OC1CCN(C(C)C)CC1 (configuration not stated)	0	-1	3	0	1	2	1	-1	3
O=C(C[C@H]1C/C=C/CC[C@@H](Cc2ccc(F)cc2)C(=O)O[C@@H](c2ccccc2)CNC1=O)NCCO	5	.	11	.	5	.	-4	-3	.
Cc1nn(Cc2ccc(F)cc2)c(C)c1NC(=O)c1nn(C)cc1Cl	-7	0	0	2	13	2	3	1	4
COCC(C)n1c(COc2ccccc2F)nnc1SCC(=O)c1c(N)n(C)c(=O)n(C)c1=O (configuration not stated)	3	0	-2	3	-1	-6	-2	1	0
O=C(Nc1ccc(Cl)cc1Cl)c1ccc2c(c1)OCCO2	19	-2	-4	.	4	5	3	5	7
CC1CCCCC1NC(=O)CCCCCn1c(=S)[nH]c2ccccc2c1=O (configuration not stated)	6	-1	2	-4	2	3	0	5	-5
Cc1cnn(-c2cc(N/N=C/c3ccc(F)cc3)ncn2)c1	-6	2	0	-6	0	12	-5	-1	-4
COc1ccc(C(=O)C2CCN(C(=O)c3ccc(OC)cc3)CC2)cc1	0	1	0	-4	0	7	-1	-4	-6
Clc1ccc(-c2csc(N/N=C/c3cccnc3)n2)c(Cl)c1	-2	2	1	-4	7	-2	-5	7	2

Only part of the results is shown (hit frequency here may not be typical).
